GPR7 antagonist = human neuropeptides B/W receptor 1 antagonism | 1.1% of 290,000 active | P48145 | AID 1861 | inhibition, % at 4.4 µM | GPR7-expressing cells, fluorescence antagonist assay; in the data active means inhibition above about 16%, passing the limit was not always enough;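 further: cells stimulated with the agonist NPW; 0% = agonist with vehicle and 100% = vehicle without agonist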
Target sequence (P48145 whole entry, looked up): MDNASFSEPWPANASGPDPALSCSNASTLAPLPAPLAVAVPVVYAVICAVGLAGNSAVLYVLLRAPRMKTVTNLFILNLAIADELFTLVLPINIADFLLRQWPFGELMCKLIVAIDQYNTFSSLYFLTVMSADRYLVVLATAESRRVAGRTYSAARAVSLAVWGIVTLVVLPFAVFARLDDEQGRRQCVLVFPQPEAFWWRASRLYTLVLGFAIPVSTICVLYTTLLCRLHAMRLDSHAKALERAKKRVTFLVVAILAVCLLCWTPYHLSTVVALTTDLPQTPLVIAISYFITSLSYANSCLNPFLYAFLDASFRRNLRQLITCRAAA
IDE inh = cellular human IDE inhibition. P14735. HEK cells, FAbetaB cleavage, fluorescence polarization. inhibition, % at 5.59 µM. 0.41% of 320,000 active. AID 434962;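 active means percent inhibition above the average of all tested compounds plus 3 SD, set per screening campaign, cut at about 16% in these data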;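 further: IDE supplied by intact live HEK cells; FP after avidin binding of uncleaved biotin substrate so inhibition keeps polarization high; 0% = DMSO wells and 100% = 60 µM reference IDE inhibitor Ii1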
VIM-2 inhibitor = inhibitors of Pseudomonas aeruginosa VIM-2 metallo-beta-lactamase; 0.89% of 290,000 active; AID 1527; inhibition, % at 5.6 µM; purified VIM-2, nitrocefin hydrolysis, epi-absorbance fluorescence;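 active means inhibition above the mean of all tested compounds plus 3 SD, cutoff set per screening run, cut at about 7.5% in these data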;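 further: red hydrolysis product quenches plate fluorescence so inhibitors raise well fluorescence; 0% = enzyme with DMSO and 100% = DMSO without enzyme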
PfM18AAP inh = blocks P. falciparum M18 aspartyl aminopeptidase; AID 1822; 1.2% of 290,000 active; recombinant PfM18AAP, H-Glu-NHMec fluorogenic cleavage; inhibition, % at 7.35 µM;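 active means inhibition above the campaign mean inhibition over all tested compounds plus 3 SD, cut at about 28% in these data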;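 further: 0% = plate median of test compound wells and 100% = 2 mM ZnCl2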
IDE cell activ = activators of human insulin-degrading enzyme in cells; activation, % at 5.96 µM; P14735; HEK cells, FAbeta-B cleavage, fluorescence polarization; 0% vehicle, 100% cell-free pure enzyme wells; 0.073% of 340,000 active;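 active means activation above the mean of all tested compounds plus 3 SD, set per screening campaign, cut at about 17% in these data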
IMP-1 inhibitor = blocks Pseudomonas aeruginosa IMP-1 metallo-beta-lactamase. 0.45% of 290,000 active. purified IMP-1, nitrocefin hydrolysis, epi-absorbance fluorescence. inhibition, % at 5.6 µM;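 active means inhibition above the mean plus 3 SD of all compounds in the same screening run, cut at about 4.5% in these data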;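 further: 0% = IMP-1 with DMSO and 100% = DMSO wells lacking enzyme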
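System: purified recombinant IMP-1 beta-lactamase. Medium: Zinc- and detergent-supplemented HEPES buffer, pH 7.1. Compound: one 5.6 µM dose […]. Schedule: 15 min preincubation plus 25 min reaction at 25 °C. Technique: Epi-absorbance fluorescence, 480 nm excitation, 530 nm emission.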
NALP1 yeast inh = NALP1 inhibition | S. cerevisiae NALP1/ASC/caspase-1 growth, X-gal OD620, 72 h | inhibition, % at 10 µM | 0.61% of 280,000 active; in the data active means inhibition mostly above about 24%, no sharp cut-off; inactive means mostly below about 32%; further: some compounds called inactive have numbers as strong as hits
PHOSPHO1 block = blocks human PHOSPHO1 phosphatase activity | 1.1% of 290,000 active | Q8TCT1 | recombinant PHOSPHO1, absorbance phosphatase assay | inhibition, % at 13.3 µM | AID 1565; in the data active means inhibition above about 60%
Target sequence (Q8TCT1 whole entry, looked up): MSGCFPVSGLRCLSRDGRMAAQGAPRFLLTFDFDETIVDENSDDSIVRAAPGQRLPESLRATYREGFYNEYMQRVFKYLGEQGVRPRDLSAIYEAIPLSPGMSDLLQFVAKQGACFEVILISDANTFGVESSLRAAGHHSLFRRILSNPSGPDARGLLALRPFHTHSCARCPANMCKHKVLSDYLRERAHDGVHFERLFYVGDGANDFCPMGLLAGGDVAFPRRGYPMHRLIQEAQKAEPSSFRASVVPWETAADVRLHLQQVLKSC
p-CIP stab down = lowers stability of the mouse p/CIP coactivator protein | Q05BA5 | F442A p/CIP-EGFP cells, EGFP fluorescence, 16 h | decrease of EGFP signal, % at 10 µM | 0.01% of 290,000 active | AID 1984;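 active means EGFP signal decrease of at least 30% at 10 µM or well 3 SD below plate mean, unless failing retest; inactive means the rest, including hits failing retest or dose response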; further: some compounds called inactive have numbers as strong as hits; many of its hits are not listed in these tables
Numbers without * were called inactive; . = not tested or not shown.

GPR7 antagonist,IDE inh,VIM-2 inhibitor,PfM18AAP inh,IDE cell activ,IMP-1 inhibitor,NALP1 yeast inh,PHOSPHO1 block,p-CIP stab down,SMILES
-6,6,-2.6,-3,7,-0.6,29,1,-10,COCCNC(=O)CN1C(=O)NC2(CCCc3ccccc32)C1=O (configuration not stated)
-1,4,0.0,-1,4,-2.5,2,25,-4,Cn1c(C(=O)c2ccncc2)cc2ccccc21
-3,6,-3.7,-3,-3,-2.0,1,78*,-42,O=C(Nc1nccs1)c1cccc(N2C(=O)c3cccc4c([N+](=O)[O-])ccc(c34)C2=O)c1
-8,4,-4.0,3,0,-3.0,.,61*,-14,COc1ccc(OCC(O)Cn2c(N)nc3c2c(=O)[nH]c(=O)n3C)cc1 (configuration not stated)
-3,1,-0.1,7,-2,-3.5,1,29,-14,CC1N(C)c2cc(NC(=O)c3ccco3)ccc2C1(C)C (configuration not stated)
-6,-1,0.9,-7,6,0.0,.,-4,2,O=C(C1CCN(c2nnc(-n3cccc3)s2)CC1)N1CCOCC1
-8,-3,6.4,-3,2,-1.0,10,-108,3,CC(C)CC(=O)NC(=S)Nc1ccccc1N1CCCC1
-6,1,-2.5,0,0,-4.0,4,-13,-15,C[C@]12C(=O)N(c3ccc(Cl)cc3)C(=O)N1[C@H]1c3ccccc3OC[C@@H]1[C@H]2c1ccccc1
5,-4,-1.2,-12,-2,0.4,-1,4,2,C=CCNC(=O)c1c(-c2c(F)cccc2Cl)noc1C
-5,-2,-2.9,9,3,-2.7,3,6,1,CC(NC(=O)c1cc2cc(Cl)ccc2oc1=N)c1ccccc1 (configuration not stated)
-7,2,-3.8,3,6,-5.1,24,-13,-2,CC(C)(C)NC(=O)C(=O)NNC(=O)COc1ccc(Br)cc1
-10,-2,0.3,-25,5,-1.7,31,16,-4,CCn1c(C)c(C)c2cc(C(=O)NCCc3ccco3)ccc21

Compound profiles (already shown). Values in the order: GPR7 antagonist, IDE inh, VIM-2 inhibitor, PfM18AAP inh, IDE cell activ, IMP-1 inhibitor, NALP1 yeast inh, PHOSPHO1 block, p-CIP stab down
CC(NC(=O)c1cc2cc(Cl)ccc2oc1=N)c1ccccc1 (configuration not stated) across the screens: -5, -2, -2.9, 9, 3, -2.7, 3, 6, 1
O=C(Nc1nccs1)c1cccc(N2C(=O)c3cccc4c([N+](=O)[O-])ccc(c34)C2=O)c1 across the screens: -3, 6, -3.7, -3, -3, -2.0, 1, 78*, -42
C[C@]12C(=O)N(c3ccc(Cl)cc3)C(=O)N1[C@H]1c3ccccc3OC[C@@H]1[C@H]2c1ccccc1 across the screens: -6, 1, -2.5, 0, 0, -4.0, 4, -13, -15
COCCNC(=O)CN1C(=O)NC2(CCCc3ccccc32)C1=O (configuration not stated) across the screens: -6, 6, -2.6, -3, 7, -0.6, 29, 1, -10

The results go on.
GPR7 antagonist,IDE inh,VIM-2 inhibitor,PfM18AAP inh,IDE cell activ,IMP-1 inhibitor,NALP1 yeast inh,PHOSPHO1 block,p-CIP stab down,SMILES
-10,7,-2.5,5,2,1.6,11,34,-10,CCOC(=O)CN(C(=O)c1snc(C(N)=O)c1N)C(C(=O)NCCC(C)C)c1ccc(F)cc1 (configuration not stated)
-21,1,-4.1,47*,-3,-2.9,-15,-108,-2,COc1ccc(NC(=S)c2ccc3ccccc3n2)cc1
-5,6,-0.3,4,1,-1.6,0,21,-9,O=C(O)COc1ccc2c3c(c(=O)oc2c1)CCC3
-9,1,20*,-7,-3,-1.2,-16,41,-12,CCc1cc(=O)oc2cc(C)cc(OCC(=O)NCc3ccncc3)c12
-9,0,-3.4,-1,6,-5.4,9,-27,-25,COc1ccc(CNC(=O)C(=O)NCC(c2ccco2)N2CCOCC2)cc1 (configuration not stated)
3,2,-1.0,-10,-3,-3.9,20,37,-5,CCOc1ccccc1OCCOCCN1CCN(Cc2ccccc2)CC1
-7,4,-2.7,-5,4,-5.1,10,9,-4,CCN(CC)C(=O)COc1ccc2oc(C)c(C(=O)OC)c2c1
7,0,-2.3,-4,8,-2.6,15,-1,2,O=C(NC1CCCCCC1)c1ccc(CN2CCOCC2)cc1
-11,6,-1.4,5,1,-2.2,54,3,0,CCCCCCC1CCC(C(=O)Nn2c(C)nc3ccccc3c2=O)CC1 (configuration not stated)
4,.,-2.9,3,-6,-1.7,1,16,-5,COc1ccc2cc(CN(CCO)C(=O)c3ccc(Br)cc3)c(=O)[nH]c2c1
-8,-2,1.4,-3,3,-0.9,-59,40,-5,O=C(O)c1ccc2c(=O)n3c(nc2c1)/C(=C/c1ccc(C(F)(F)F)cc1)CC3
1,-3,-1.7,-5,8,-0.5,14,48,-3,Cc1[nH]n(-c2ccc(Cl)c(Cl)c2)c(=O)c1CCO
-2,2,-2.6,-1,0,-4.3,8,2,-8,CCOC(=O)N/N=C(\C)c1ccc(C)c([N+](=O)[O-])c1
-2,-1,-3.2,9,5,-3.7,-18,-16,-9,Cc1ccc(-n2c3c(cc(C(=O)NCc4ccco4)c2=O)C(=O)CC(C)(C)C3)cc1
36*,2,1.4,-1,-2,2.0,-2,4,3,CCc1ccc(OCC(=O)Nc2ccc3c(c2)COC3=O)cc1
-12,-2,-4.5,-9,0,-2.1,0,-12,-7,CCOC(=O)N1CCN(C(=O)C2COc3ccccc3O2)CC1 (configuration not stated)
-6,4,-2.8,4,-2,-2.9,-17,-5,12,O=C(CCCN1C(=O)/C(=C/c2ccccc2)SC1=S)Nc1ccc(O)cc1
5,1,-0.3,-12,-4,-3.1,-17,26,-7,CCOc1ccccc1-n1c(SCC(=O)NC)nnc1-c1ccco1
-17,0,-2.4,5,.,-2.1,-2,28,-4,CC(C(=O)Nc1ccccc1F)N1CCN(C)CC1 (configuration not stated)
-14,0,-4.3,-3,-2,-1.2,0,11,6,Cn1cccc1C(C(=O)NC1CCCCC1)N(C(=O)Cc1cccs1)c1ccc2c(c1)OCO2 (configuration not stated)
-21,.,-3.0,-1,-7,-1.9,4,-3,12,CCNc1nc(SCCOc2ccc(Cl)cc2Cl)nc(N(C)C)n1
-2,0,-0.4,-3,7,-3.9,6,23,9,CS(=O)(=O)c1nc(S(=O)(=O)c2ccc(Cl)cc2)c(N2CCC(C(N)=O)CC2)s1
0,2,-0.2,-9,0,-2.6,3,-4,-14,CC1(C)CC2CC(C)(CN2C(=O)COc2cccc3ccccc23)C1 (configuration not stated)
4,12,-0.7,-3,4,-1.0,30,-44,9,Oc1ccc(N=C/C=C/c2cccc(Br)c2)cc1-c1nc2ccccc2s1
-4,1,-4.2,-1,7,-2.0,1,-41,-4,C=CCC1NS(=O)(=O)OCC1NC(=O)OCC(Cl)(Cl)Cl (configuration not stated)
-13,3,-2.1,-1,3,-3.1,10,15,4,COc1cc2c(cc1C1NC(=S)NC(C)=C1C(=O)N(C)C)CCCC2 (configuration not stated)
0,6,-3.2,9,-5,-4.8,-8,22,-10,O=C1C(=O)N(CCN2CCOCC2)C(c2ccc(F)cc2)/C1=C(/O)c1ccc(S(=O)(=O)N2CCOCC2)cc1 (configuration not stated)
-8,-1,-2.9,1,-3,-1.6,15,-32,-13,COc1ccc([N+](=O)[O-])cc1NC(=O)C1CCCO1 (configuration not stated)
-10,-2,-3.5,6,2,0.2,-5,-17,-7,Cc1ccc2ccccc2c1COC(=O)c1nonc1N
-6,-8,-1.5,-3,3,-2.7,2,32,-4,Cc1nn(-c2ccc(N3CCOCC3)nn2)c(C)c1CCC(=O)NCc1ccc(F)cc1
-8,-3,2.2,-4,2,-1.8,29,15,0,O=C(Cn1ccc(C(F)(F)F)n1)N/N=C/c1cccs1
-3,-2,-2.3,0,1,-4.8,16,1,3,CC1CCCCN1S(=O)(=O)c1ccc(S(=O)(=O)N2CCN(c3ccccc3)CC2)cc1 (configuration not stated)
3,1,-3.1,-2,-8,-1.9,8,28,-3,C=CCNC(=S)Nc1ccc(C(N)=O)cc1
15,3,1.1,-10,1,-0.9,4,9,-1,Cc1cc(NC(=O)c2cccnc2)ccc1NC(=O)c1ccco1
-3,4,-3.4,4,-3,-1.9,13,-11,-8,COc1cc(-c2nnc(SCc3c(F)cccc3Cl)o2)cc(OC)c1OC
-16,.,-2.5,-3,2,-0.8,2,26,-7,O=C(Nc1ccc(F)cc1)c1ccccc1NC(=O)C1CC=CCC1C(=O)O (configuration not stated)
-2,7,-0.9,0,-1,-2.5,14,14,-7,Cc1ccc(C)c(N(C(=O)Cn2nnc(-c3cccs3)n2)C(C(=O)NC2CC2)c2ccc(C)o2)c1 (configuration not stated)
-3,6,-0.5,3,-4,-3.2,14,0,2,Cn1ncc(Br)c1C(=O)NC(=S)N1CCN(c2ccccn2)CC1
-4,5,-3.5,-6,3,-2.3,-1,0,16,C/C(CC(=O)NCCc1ccccc1)=N\NC(=O)COc1ccc(Br)cc1
.,4,.,.,0,.,-17,6,-2,CC1=C(C(=O)OC2CCCCC2)C(c2ccco2)n2ncnc2N1 (configuration not stated)
6,6,-2.4,4,-2,-2.4,13,35,-10,CCOC(=O)CSc1ccc(-c2nc3cc(C)c(C)cc3[nH]2)cn1
-8,4,-3.0,1,-2,-2.7,.,22,-2,C=CCNc1nc(N)c(C(=C(C#N)C#N)c2ccccc2)s1
0,1,-3.5,4,4,-2.7,-2,-6,-2,Cc1cc(OCc2nc(-c3ccncc3)no2)cc(C)c1Cl
-10,1,-1.0,0,6,-1.2,16,-6,-15,CN(C)c1nc(Oc2ccc(/C=N/O)cc2)nc(N(C)C)n1
-16,6,-1.3,3,3,-2.1,-21,.,3,O=C(CN1C(=O)c2ccccc2C1=O)NCc1ccc(F)cc1
4,7,-0.4,-12,2,-0.8,-1,19,-6,Cc1cccc(OCC(=O)N/N=C/c2sc(=O)n(Cc3cccc(C(=O)O)c3)c2Cl)c1

Compound activity as filed in PubChem BioAssay.

Hits appear at their usual frequency; about 5.3% have a hit in one of these screens.
